# Source: PubChem
# Pol eta inh = blocks human DNA polymerase eta activity | Q9Y253 | recombinant Pol eta, fluorescent DNA replication assay | Potency, µM (series often up to 114 µM), for the others: top-dose activity change, negative = inhibition, hits mostly inhibitors | 1.2% of 390,000 active; also: % is scaled to controls: 0 for no effect and ±100 for the full control effect
#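 Pol eta (10 nM) was preincubated with compounds for 15 min at room temperature, after which fluorescent replication substrate (50 nM final) was added to start the reaction. Fluorescence was read kinetically at 0 and 10 min.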
# G9a block = blocks human histone lysine methyltransferase G9a. Q96KQ7. G9a H3K9 monomethylation, AlphaScreen, 2 h. Potency, µM (titrated, usually from 102 µM), for the others: at the top dose activity, negative = inhibition, hits mostly inhibitors. 8.8% of 350,000 active. AID 504332; also: % is scaled to controls: 0 for no effect and ±100 for the full control effect; nearly all actives have a fitted effect of over 75% in size
#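 Readings reflect AlphaScreen signal from monomethyl-H3K9 antibody detection. HMT at 20 nM; substrate b-H3K9 500 nM; cofactor SAM 20 uM; 2 h RT reaction; compounds tested as titrations in qHTS with 15 min preincubation.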
# BLM inh = blocks DNA unwinding by human BLM helicase | recombinant BLM DNA unwinding, fluorescence dequenching | Potency, µM (highest dose often 56.1 µM), without a hit: top-dose activity change, negative = inhibition, most hits filed as inhibitors | 0.2% of 350,000 active;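 also: plate controls were vehicle for no effect and no enzyme for full effect; nearly all actives have a fitted effect of over 35% in size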
# POLI inh = DNA polymerase iota (human) inhibition. Potency, µM (highest dose often 115 µM), for the others: at the top dose activity, negative = inhibition, hits mostly inhibitors. Pol iota fluorescent replication assay, 10 min. 1% of 390,000 active. Q9UNA4
# Target sequence (Q9UNA4 whole entry, looked up): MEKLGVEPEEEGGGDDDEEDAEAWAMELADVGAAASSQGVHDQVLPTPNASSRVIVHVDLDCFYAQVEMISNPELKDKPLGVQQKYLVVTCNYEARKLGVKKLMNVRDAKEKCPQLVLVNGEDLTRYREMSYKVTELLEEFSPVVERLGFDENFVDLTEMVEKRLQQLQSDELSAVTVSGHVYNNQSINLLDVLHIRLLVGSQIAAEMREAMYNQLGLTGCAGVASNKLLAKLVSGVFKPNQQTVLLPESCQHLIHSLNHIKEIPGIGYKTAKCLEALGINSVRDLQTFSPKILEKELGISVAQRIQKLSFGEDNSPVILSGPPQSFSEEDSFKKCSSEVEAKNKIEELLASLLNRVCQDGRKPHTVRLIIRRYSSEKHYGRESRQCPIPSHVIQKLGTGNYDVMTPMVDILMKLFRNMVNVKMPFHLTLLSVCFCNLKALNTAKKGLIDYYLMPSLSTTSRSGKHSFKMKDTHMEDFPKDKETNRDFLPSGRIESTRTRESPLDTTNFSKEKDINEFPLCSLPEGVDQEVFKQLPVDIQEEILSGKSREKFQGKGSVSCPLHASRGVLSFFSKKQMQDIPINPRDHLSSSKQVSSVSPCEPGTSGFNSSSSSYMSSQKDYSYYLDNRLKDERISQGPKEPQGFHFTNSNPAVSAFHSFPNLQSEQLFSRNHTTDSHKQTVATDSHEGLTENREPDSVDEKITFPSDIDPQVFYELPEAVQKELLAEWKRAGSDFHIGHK
#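 Pol iota at 10 nM preincubated 15 min with compounds at room temperature; reaction started with fluorescent substrate, 50 nM final. Fluorescence read kinetically at 0 and 10 min; buffer-only wells as negative control.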
# BAZ2B block = inhibitors of human BAZ2B bromodomain. AlphaScreen BAZ2B-H3K14Ac peptide displacement. Potency, µM (titrated, usually from 114 µM), inactives show top-dose activity change, negative = inhibition, usual class: inhibitors. 4.4% of 360,000 active; also: % is scaled to controls: 0 for no effect and ±100 for the full control effect; nearly all actives have a fitted effect of over 60% in size
#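 BAZ2B 50 nM plus b-H3(5-23)K14Ac 50 nM, PBS pH 7.4/0.01% Tween-20, 30 min RT; compound added (max 110 uM), 30 min RT; streptavidin donor/Ni-chelate acceptor beads 10 ug/mL final, 20 min dark; AlphaScreen read.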
# POLK inh = DNA polymerase kappa (human) inhibition; Q9UBT6; purified Pol kappa, fluorescent DNA synthesis assay, 10 min; Potency, µM (top dose mostly 107 µM), inactives show at the top dose activity, negative = inhibition, hits mostly inhibitors; 0.53% of 400,000 active; also: % is scaled to controls: 0 for no effect and ±100 for the full control effect
#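 First, compounds were pin-transferred onto 10 nM Pol kappa. After 15 min at room temperature, substrate was added to 50 nM final. Fluorescence was then measured kinetically at 0 and 10 min.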
# APE1 inh = blocks human APE1 abasic DNA cleavage; 0.35% of 350,000 active; P27695; recombinant APE1, TAMRA/BHQ-2 abasic DNA cleavage fluorescence; Potency, µM (highest dose often 65.8 µM), for inactives: at the top dose activity change, negative = inhibition, usual class: inhibitors; AID 2517;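 also: plate controls were vehicle for no effect and reference inhibitor for full effect; nearly all actives have a fitted effect of over 55% in size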
# Target sequence (P27695 whole entry, looked up): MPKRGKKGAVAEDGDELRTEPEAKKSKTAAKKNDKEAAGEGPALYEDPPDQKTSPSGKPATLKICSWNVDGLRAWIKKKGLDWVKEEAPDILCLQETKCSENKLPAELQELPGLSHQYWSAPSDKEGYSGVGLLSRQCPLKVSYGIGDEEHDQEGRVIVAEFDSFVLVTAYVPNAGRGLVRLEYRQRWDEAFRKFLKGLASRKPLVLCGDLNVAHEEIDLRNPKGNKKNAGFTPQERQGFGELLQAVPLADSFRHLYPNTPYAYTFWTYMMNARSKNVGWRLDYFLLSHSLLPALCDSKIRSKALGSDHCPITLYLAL
#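 Readout is kinetic fluorescence (ex 525, em 598 nm) from cleavage of 50 nM TAMRA/BHQ-2 THF abasic duplex by 0.75 nM APE1, compound added 15 min beforehand at RT.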
# POLB inh = inhibitors of human DNA polymerase beta; P06746; Pol beta primer extension/strand displacement, fluorescence kinetic; Potency, µM (series often up to 114 µM), without a hit: at the top dose activity change, negative = inhibition, hits mostly inhibitors; 1.3% of 340,000 active; also: % is scaled to controls: 0 for no effect and ±100 for the full control effect
#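 Homogeneous kinetic assay of primer extension and strand displacement by 10 nM Pol beta, preincubated 15 min at room temperature with compound before 50 nM substrate (final) was added. Read at 0 and 10 min; four-parameter Hill fit.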
# Apoferritin bind = candidate novel general anesthetic via apoferritin binding | P02791 | apoferritin/1-aminoanthracene competitive binding, fluorescence | Potency, µM (series often up to 77.5 µM), for the others: at the highest dose activity change, negative = displacement, actives largely listed as inhibitors | 0.074% of 350,000 active | AID 485281; also: % is scaled to controls: 0 for no effect and ±100 for the full control effect; nearly all actives have a fitted effect of over 20% in size
#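 10 uM apoferritin + 50% sat. 1-AMA, PBS; cpd 10 min RT; Ex380/Em535 endpoint; normalized to free probe vs complex; 4-param Hill fit; propofol titration as pos. ctrl.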
# * hit, by the source's call; ? = inconclusive; · = no result given; [ ] = another dose, or the depositor's remark. Calls follow the shape of the dose curve; as a rule, active = well fitted curve in the direction sought with a large enough effect; inconclusive = small, poorly fitted or top-dose-only effect, or another doubt; inactive = no such curve, though single readings can be large; an effect the other way counts as inactive or inconclusive. Potency is read from the fitted curve at half-maximal effect. Some of the compounds tested. The share of hits here may be higher or lower than overall.
# Start of the data: the first five compounds, to show the layout:
# Values run as follows: Pol eta inh	G9a block	BLM inh	POLI inh	BAZ2B block	POLK inh	APE1 inh	POLB inh	Apoferritin bind
- COc1ccc(OC)c(-c2csc(N(CC3CCCO3)C(=O)C3CCCCC3)n2)c1 (centres undefined)
→ -17%	8%	1%	11%	1%	-1%	9%	1%	4%
- Cn1c(=O)c2c(SCc3cccnc3)nc(C3CC3)nc2n(C)c1=O
→ -7%	?	-7%	4%	3%	-6%	-2%	7%	-17%
- O=C(NC1CCN(C(=O)Nc2cccc(Cl)c2)CC1)c1ccccc1
→ -17%	-4%[59 µM]	1%	72%[activator]	4%	-2%	0%[12.4 µM]	51%	0%
- O=C(Nc1ccccc1C(=O)O)c1ccccc1
→ -18%	50µM*	-2%	?	?	-13%	?	32µM*	-6%
- CCOC(=O)C1=C(N)n2c(s/c(=C\c3ccncc3)c2=O)=C(C(=O)OCC)C1c1ccncc1 (centres undefined)
→ -13%	23%	-2%	75%[activator]	-24%	-10%	2%	7%	-10%

# The listing, from the start:
# Values run as follows: Pol eta inh	G9a block	BLM inh	POLI inh	BAZ2B block	POLK inh	APE1 inh	POLB inh	Apoferritin bind
- COc1ccc(OC)c(-c2csc(N(CC3CCCO3)C(=O)C3CCCCC3)n2)c1 (centres undefined)
→ -17%	8%	1%	11%	1%	-1%	9%	1%	4%
- Cn1c(=O)c2c(SCc3cccnc3)nc(C3CC3)nc2n(C)c1=O
→ -7%	?	-7%	4%	3%	-6%	-2%	7%	-17%
- O=C(NC1CCN(C(=O)Nc2cccc(Cl)c2)CC1)c1ccccc1
→ -17%	-4%[59 µM]	1%	72%[activator]	4%	-2%	0%[12.4 µM]	51%	0%
- O=C(Nc1ccccc1C(=O)O)c1ccccc1
→ -18%	50µM*	-2%	?	?	-13%	?	32µM*	-6%
- CCOC(=O)C1=C(N)n2c(s/c(=C\c3ccncc3)c2=O)=C(C(=O)OCC)C1c1ccncc1 (centres undefined)
→ -13%	23%	-2%	75%[activator]	-24%	-10%	2%	7%	-10%
- CCC(C(=O)O/N=C(\N)c1ccccc1)c1ccccc1 (centres undefined)
→ -19%	90%[activator]	-2%	7%	132%[activator]	1%	-6%	10%	-22%
- CCOc1cc(C2C(C(=O)OC)=C(C)NC3=C2C(=O)c2ccccc23)cc(Br)c1OCC (centres undefined)
→ -24%	10µM*	-12%	?	10µM*	?	·	8%	?
- Cc1onc(-c2ccccc2)c1C(=O)OCc1nnc(-c2ccc([N+](=O)[O-])cc2)o1
→ -20%	12%[12.7 µM]	·	15%	-36%	-4%	-2%	·	·
- CN1CCN(CCc2nc3cc(NC(=O)c4ccco4)ccc3n2C)CC1
→ -4%	4%	-11%	2%	-8%	-13%	?	2%	0%
- CCCn1c(SCC(=O)c2cc(C)ccc2C)n[nH]c1=O
→ -1%	7.1µM*	0%	-5%	-21%	-1%	0%	-10%	-23%
- CCC1CCC(N2CCN(c3cccc(OC)c3)CC2)CC1 (centres undefined)
→ -14%	·	1%	-3%	?	-19%	4%	39%	-2%
- Cc1ccc(N2CN(Cc3ccco3)CNC2=S)cc1
→ -6%	9%[59 µM]	-4%	65%[activator]	-22%	-8%	-5%	40%	-3%
- Cc1ccc(C)c(N(C(=O)Cn2nnc3ccccc32)C(C(=O)NCc2ccco2)c2ccncc2)c1 (centres undefined)
→ -10%	-30%[12.7 µM]	-1%	3%	-9%	-16%	-2%	25%	-6%
- S=c1[nH]c2cc(Cl)c3cccnc3c2o1
→ -15%	·	-3%	44%[activator]	7%	5%	-1%	-1%	-6%
- CCOc1ccc(N(CC(=O)Nc2ccc(C)c(C)c2)S(C)(=O)=O)cc1
→ -25%	·	-5%	103%[activator]	?	-1%	-10%	3%	1%
- O=C(CCCn1c(=S)[nH]c2ccccc2c1=O)NCCSCc1ccccc1
→ -1%	25%[59 µM]	-4%	?	-16%	-7%	6%	41%	-10%
- Cc1ccc2oc(=O)c3cnn(CC(=O)N(Cc4ccco4)C4CCCCC4)c3c2c1
→ -17%	-2%	2%	29%	-3%	0%	-6%	18%	-7%
- O=C(c1ccccc1F)N1CCN(CC2CC3C=CC2C3)CC1 (centres undefined)
→ -2%	?	0%	7%	56µM*	-3%	-1%	-2%	-12%
- CCOC(=O)Cc1csc(SCC(=O)Nc2ccc(C)cc2F)n1
→ -12%	25%	·	35%[activator]	7%	-14%	9%	·	·
- CC(C)CC(=O)NCc1ccc2[nH]c3c(c2c1)CCCC3
→ -15%	40µM*	-1%	17%	·	-8%	-1%	0%	18%
- CCOc1ccc(OCC)c(NC(=O)CN(C)S(=O)(=O)c2ccc3nc(C)sc3c2)c1
→ -22%	4%	-1%	19%	-2%	-13%	-11%	-10%	4%
- COc1ccc(CCNC(=O)c2ccco2)cc1
→ -13%	-17%[59 µM]	-5%	6%	-6%	2%	-8%	3%	-7%
- COc1cc(/C=N/Nc2cccc3cccnc23)cc(OC)c1O
→ -3%	10µM*	-13%	?	28µM*	-3%	-4%	-1%	-15%
- O=C(c1cccc(S(=O)(=O)N2CCCCC2)c1)N1CCN(S(=O)(=O)c2ccc(F)cc2)CC1
→ -15%	-36%	-2%	18%	-26%	2%	-4%	-1%	-20%
- CC(=O)Nc1ccc(S(=O)(=O)NNC(=O)c2ccc(S(=O)(=O)N3CCCCC3)cc2)cc1
→ -9%	-9%[59 µM]	0%	148%[activator]	-14%	-10%	-2%	-21%	2%
- CCOc1ccc(NC(=S)N2CCN(S(=O)(=O)c3ccccc3)CC2)cc1
→ -3%	?	-2%	12%	-24%	-11%	10%	11%	5%
- Cn1cc(Br)c(NS(=O)(=O)c2ccc(Cl)s2)n1
→ -1%	·	-9%	4%	-3%	-6%	12%	1%	3%
- Cc1cc(NC(=O)c2ccc(COc3ccc(Cl)c(C)c3)o2)no1
→ -7%	17%[12.7 µM]	1%	-14%[58.9 µM]	-2%	4%	0%	0%	-1%
- O=C(CCCCCN1C(=O)c2cccc3cccc(c23)C1=O)NCc1cccnc1
→ -1%	·	-9%	5%	5%	-19%	-2%	1%	26%
- Cc1ccccc1-c1n[nH]c(=S)n1/N=C/C=C/c1ccco1
→ 22µM*	2.2µM*	-10%	7.9µM*	45µM*	18µM*	?	-71%	7%
- COc1cc2nc(Cl)nc(N3CCOCC3)c2cc1OC
→ 2%	5%[59 µM]	-1%	33%[activator]	-18%	-15%	12%	-1%	-4%
- CCN(CC)S(=O)(=O)c1cc(NC(=O)CCCOc2ccc(C(C)=O)cc2)ccc1C
→ -19%	-4%[59 µM]	3%	-17%	-9%	-10%	-2%	3%	-4%
- CC1(C)CC(N(Cc2cccs2)C(=O)c2ccco2)CCO1 (centres undefined)
→ -11%	-34%[12.7 µM]	1%	10%	7%	-2%	12%	3%	-3%
- COc1ccc(CCNC(=O)c2ccc(=O)[nH]c2)cc1OC
→ -24%	1%	-3%	109%[activator]	-9%	-14%	42%	0%	5%
- COc1ccc(NC(=O)C(=O)N/N=C(\C)CC(=O)Nc2ccccn2)c(OC)c1
→ -4%	-36%	-3%	80%[activator]	-19%	0%	-8%	19%	1%
- Cc1nnc(-c2ccc(Cl)cc2)nc1NCCN(C)C
→ 1%	-9%	4%	46%[activator]	-3%	-10%	5%	-19%	-9%
- CCCNC(=O)CCc1c(C)nc2nc(C)nn2c1C
→ -2%	2%	-5%	73%[activator]	1%	-1%	-11%	4%	-1%
- CCN(CC)C(=O)C1CCCN(Cc2ccc(OC)c(C)c2)C1 (centres undefined)
→ -4%	-49%[12.7 µM]	0%	-9%	?	-1%	4%	-11%	-5%
- O=C1COc2ccc(-c3cc(-c4ccc(F)cc4)c4c(n3)-c3cc(Cl)ccc3OC4)cc2N1
→ -5%	5%[59 µM]	-2%	1%	-15%	-1%	·	14%	-2%
- CCC1CCCCN1CCCNC(=O)C1CCC(=O)N1Cc1ccc(C)cc1 (centres undefined)
→ -4%	5%[59 µM]	2%	9%	-2%	-5%	-8%	13%	-9%
- O=C(CNc1ccccc1F)Nc1cccc(S(=O)(=O)N2CCCCC2)c1
→ -2%	?	·	-17%	-1%	-14%	-14%	·	·
- COC(=O)c1scc(C)c1N/N=C(\C)c1ccc(F)cc1F
→ -19%	8%	-3%	33%[activator]	27%	0%	-2%	-5%	67%[activator]
- CCCCS(=O)CC(COCc1ccccc1)OC(=O)CSc1nc(C)cc(C)n1 (centres undefined)
→ -7%	-11%	4%	-12%	16%	7%	1%	7%	-13%
- CC(OC(=O)/C=C/c1cccs1)C(=O)Nc1ccc(C(N)=O)cc1 (centres undefined)
→ -10%	19%[12.7 µM]	·	-3%	2%	11%	29%	·	·
- CC(=O)CSc1ncnc2nc[nH]c12
→ -8%	-3%[59 µM]	0%	-7%	-29%	1%	-3%	10%	-5%
- O=[N+]([O-])c1cccc(S(=O)(=O)N2CCC(c3nc(-c4ccncc4)no3)CC2)c1
→ -1%	-9%	1%	-3%	11%	-3%	15%	26%	-8%
- CC1CCCCN1c1c(S(=O)(=O)c2ccc(Cl)cc2)cnc2ccccc12 (centres undefined)
→ -23%	21%[59 µM]	-5%	5%	3%	7%	·	1%	-12%
- O=S(=O)(c1ccc2ccccc2c1)n1cccn1
→ -13%	1%	-5%	3%	-4%	10%	23%	10%	-4%
- CCn1ccnc1CN(C)C(=O)C1CCC(=O)N(Cc2cccc(C(F)(F)F)c2)C1 (centres undefined)
→ -5%	·	2%	6%	1%	-13%	2%	27%	0%
- Cc1cc([N+](=O)[O-])nn1CC(=O)Nc1nc2ccccc2s1
→ -18%	?	-3%	18%	-21%	-7%	1%	-3%	-16%
- COC(=O)c1ccc(Oc2cc(C)nc(-n3nc(C)cc3C)n2)cc1
→ -4%	7%	0%	37%[activator]	-8%	-5%	1%	46%	-13%
- Cc1ccc(OCC(=O)Nc2ccc3nc(SCC(N)=O)sc3c2)cc1
→ -9%	1%[59 µM]	0%	6%	-2%	-2%	·	-17%	-18%
- COc1cc2c(cc1OC)C(c1ccc([N+](=O)[O-])cc1)N(C(C)=O)CC2 (centres undefined)
→ -22%	-6%	-3%	15%	-8%	-2%	24%	-35%	-4%
- COCCCNc1nc2c(c(=O)[nH]c(=O)n2C)n1CC(O)COc1ccccc1C (centres undefined)
→ -13%	-20%	-3%	-7%	-4%	2%	-2%	-2%	5%
- CCn1nnc(NC(=O)c2ccco2)n1
→ -24%	15%	-2%	106%[activator]	4%	-3%	13%	85%	-12%
